Compound activity (PubChem)
15-hLO inh – qHTS Assay for Inhibitors of 15-hLO (15-human lipoxygenase); purified 15hLO-1, xylenol orange hydroperoxide absorbance; Potency, µM (doses to about 57.1 µM), without a hit: at the top dose activity change, negative = inhibition, actives largely listed as inhibitors; 74,000 tested, 1.4% active; AID 887, 2007; further: potency means the concentration at half of the fitted maximal effect; on the % scale 0 is the no-effect control and ±100 the full control effect; nearly all actives have a fitted effect of over 55% in size
Target sequence (P16050 whole entry, looked up): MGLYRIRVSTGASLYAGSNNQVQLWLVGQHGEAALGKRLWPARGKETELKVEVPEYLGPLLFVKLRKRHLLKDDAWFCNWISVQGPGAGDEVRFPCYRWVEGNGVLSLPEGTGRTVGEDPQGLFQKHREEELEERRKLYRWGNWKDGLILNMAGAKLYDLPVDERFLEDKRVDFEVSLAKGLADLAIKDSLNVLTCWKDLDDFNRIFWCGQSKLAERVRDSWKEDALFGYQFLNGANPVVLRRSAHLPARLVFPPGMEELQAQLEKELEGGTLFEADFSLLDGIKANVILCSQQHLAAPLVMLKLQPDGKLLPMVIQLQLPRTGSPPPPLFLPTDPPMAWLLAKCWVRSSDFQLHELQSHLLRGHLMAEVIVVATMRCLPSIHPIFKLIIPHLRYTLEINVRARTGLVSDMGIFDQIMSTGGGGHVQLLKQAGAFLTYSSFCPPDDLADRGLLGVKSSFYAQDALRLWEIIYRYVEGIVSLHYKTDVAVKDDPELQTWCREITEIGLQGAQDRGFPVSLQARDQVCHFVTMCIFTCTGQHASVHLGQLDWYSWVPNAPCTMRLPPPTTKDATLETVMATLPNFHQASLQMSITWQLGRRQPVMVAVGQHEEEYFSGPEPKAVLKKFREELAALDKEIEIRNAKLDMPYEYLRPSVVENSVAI
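Inhibition is scored from a chromogenic endpoint. After 15 min enzyme-compound contact, arachidonic acid (50 uM final) reacts 6 min with 40 nM 15hLO-1 at room temperature, then Fe-XO reagent is added for 30 min and absorbance ratio recorded.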
CRE-bla Fsk – Cell signaling CRE-BLA (Fsk stim); CHO CRE-bla reporter (cAMP response element driving beta-lactamase), forskolin EC10, beta-lactamase ratio; Potency, µM (top dose mostly 38.2 µM), inactives show top-dose activity change, negative = inhibition, actives largely listed as activators; 71,000 tested, 2.5% active; AID 662, 2007; active means well fitted activation curve with a large enough effect in the signal ratio, with a control signal flat, not every such curve was filed as active; inconclusive means small, poorly fitted or top-dose-only effect, or effect the other way, or a change in a side signal; the % refers to the signal ratio; further: potency means the concentration at half of the fitted maximal effect; % of control where 0% means no effect
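AC50 values, positive or negative, reflect shifts in EC10 NKH 477-induced CRE-bla reporter activity in CHO cells. Incubation lasted 3 h at 37 °C before CCF4 substrate (2 h, room temperature) and ratiometric 460/530 nm reading.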
DNA Pol III inh – qHTS Assay for Inhibitors of DNA Polymerase III Holoenzyme System | reconstituted DNA polymerase III holoenzyme replication, biochemical | Potency, µM (highest dose often 57.1 µM), inactives show at the highest dose activity change, negative = inhibition | 71,000 tested, 0.25% active | AID 603, 2007; further: potency means the concentration at half of the fitted maximal effect; on the % scale 0 is the no-effect control and ±100 the full control effect
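Reconstituted *E. coli* holoenzyme (0.35 nM Pol III, 1 nM beta, 154 nM SSB, 2 nM primase) was preincubated with compound for 15 min at RT. Synthesis on 1.4 nM ssM13Gori ran 35 min, then was stopped with PicoGreen/EDTA and read as dsDNA fluorescence.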
USP2a inh – qHTS Assay for Inhibitors of Ubiquitin-specific Protease USP2a; 60,000 tested, 0.1% active; AID 927, 2007; USP2a enzymatic assay, qHTS inhibition; Potency, µM (top dose mostly 38.3 µM), inactives show at the top dose activity change, negative = inhibition, actives largely listed as inhibitors; Ubiquitin carboxyl-terminal hydrolase 2 (Homo sapiens), O75604;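 further: potency means the concentration at half of the fitted maximal effect; nearly all actives have a fitted effect of over 60% in size; plate controls were DMSO for no effect and NEM full inhibition control for full effect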
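Coupled readout: USP2-cleaved Ub-PLA2 (20nM final) turns over NBD C6-HPC (20uM final), Ex 460nm/Em 535nm after 2.5 h, time-zero read flagging artifacts. Enzyme (20nM final, pH 8.0 Tris) given 30 min RT with compound first; NEM defines full inhibition.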
BRCT inh green – qHTS Assay for Inhibitors of BRCT-Phosphoprotein Interaction (Green Fluorophore); BRCA1 BRCT-phosphopeptide binding, green fluorescence polarization; 75,000 tested, 0.05% active; Breast cancer type 1 susceptibility protein (Homo sapiens), P38398; Potency, µM (titrated, usually from 76.9 µM), for the others: top-dose activity change, negative = inhibition, actives largely listed as inhibitors;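 further: potency means the concentration at half of the fitted maximal effect; plate controls were peptide without protein for full effect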
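Fluorescence polarization: His-tagged BRCT (~35 kDa BRCA1 C-terminus, 250 nM) bound to 100 nM fluorescein-labeled phosphorylated 10-aa BACH1 peptide, pH 7.3 phosphate buffer with DTT and Tween 20. Compounds incubated 12 min at room temperature; inhibition read as lowered polarization.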
Epigenetic mod – qHTS Assay for Epigenetic Modulators; mouse C127i GFP locus derepression, cytometry, 30 h; Potency, µM (highest dose often 46.1 µM), inactives show top-dose GFP derepression (activation); 68,000 tested, 0.09% active; AID 597, 2007; further: % of control where 0% means no effect
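Locus derepression in mouse mammary C127i cells whose integrated CMV-GFP reporter is normally silent; GFP expression after 30 h compound treatment was quantified by counting fluorescent cells.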
Hsp90 Hop PPI – qHTS Assay for Disrupters of an Hsp90 Co-Chaperone Interaction. AlphaScreen TPR2A-His6 binding biotin-Hsp90 C-terminal peptide. Potency, µM (highest dose often 57 µM), without a hit: at the highest dose activity change, negative = inhibition. 71,000 tested, 0.44% active. AID 595, 2007; active means well fitted curve in either direction with a large enough effect; inconclusive means small, poorly fitted or top-dose-only effect, or another doubt; further: potency means the concentration at half of the fitted maximal effect; on the % scale 0 is the no-effect control and ±100 the full control effect; many of its hits are not listed in these tables
BRCT inh red – qHTS Assay for Inhibitors of BRCT-Phosphoprotein Interaction (Red Fluorophore); Breast cancer type 1 susceptibility protein (Homo sapiens), P38398; BRCT-phosphopeptide binding, red fluorescence polarization; Potency, µM (series often up to 76.9 µM), for the others: at the highest dose activity change, negative = inhibition, most hits filed as inhibitors; 75,000 tested, 0.03% active; further: on the % scale 0 is the no-effect control and ±100 the full control effect
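Rhodamine-labelled pBACH1 10-mer (100 nM) bound to BRCT domain (100 nM) at pH 7.3; compounds incubated 12 min room temperature, polarization read. Free peptide defines full inhibition; unlabelled decapeptide titrated as control.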
HADH2 inh – qHTS Assay for Inhibitors of HADH2 (Hydroxyacyl-Coenzyme A Dehydrogenase, Type II) | 3-hydroxyacyl-CoA dehydrogenase type-2 (Homo sapiens), Q99714 | recombinant HADH2, NADH fluorescence, beta-hydroxybutyryl-CoA | Potency, µM (series often up to 57.1 µM), for inactives: top-dose activity change, negative = inhibition, hits mostly inhibitors | 73,000 tested, 3.4% active | AID 886, 2007; further: potency means the concentration at half of the fitted maximal effect; on the % scale 0 is the no-effect control and ±100 the full control effect; nearly all actives have a fitted effect of over 60% in size; many of its hits are not listed in these tables
Target sequence (Q99714 whole entry, looked up, one chain of several): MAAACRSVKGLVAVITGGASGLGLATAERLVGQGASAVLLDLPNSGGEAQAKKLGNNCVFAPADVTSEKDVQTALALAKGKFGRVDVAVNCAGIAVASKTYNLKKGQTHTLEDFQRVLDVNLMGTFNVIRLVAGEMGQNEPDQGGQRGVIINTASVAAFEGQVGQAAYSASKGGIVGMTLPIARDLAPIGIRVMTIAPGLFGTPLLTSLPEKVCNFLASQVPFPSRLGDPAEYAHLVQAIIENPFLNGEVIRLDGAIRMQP
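Activity measured as NADH fluorescence gain (360/450 nm), taken as the change between first and last reads of a 4-min kinetic run. Conditions: pH 9.0 Tris buffer, 20 nM E. coli-expressed His-tagged enzyme, 1 mM NAD+, 90 uM beta-hydroxybutyryl-CoA; 15-min compound preincubation.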
Ub-GFP proteasome – Ubiquitin-GFP Assay; Potency, µM (doses to about 45.9 µM), without a hit: at the top dose activation (GFP accumulation), usual class: activators; Ubiquitin-GFP reporter cells, proteasome inhibition, GFP fluorescence; response scale: untreated = 0%, 10 µM MG-132 = 100%; 67,000 tested, under 10 active; active means well fitted activation curve with a large enough effect, not every such curve was filed as active; inconclusive means small, poorly fitted or top-dose-only effect, or another doubt; inactive means no such curve, though single readings can be large or run the other way; further: potency means the concentration at half of the fitted maximal effect
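U2OS Ub(G76V)-GFP reporter; O/N plating, 0.5% FBS; cpd 46 uM–2.9 nM, 4 h, 37 °C; GFP+ cell count, 488/515 nm; norm. to basal vs 10 uM MG-132; CRC fit.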
HBB splicing – qHTS Assay for Modulators of Hemoglobin Beta Chain Splicing; AID 925, 2007; Potency, µM (doses to about 46.1 µM), without a hit: top-dose activation, usual class: activators; HBB splicing reporter cell assay, activation; EGFP reporter with mutant IVS2-654 intron; response scale: normalised to 500 nM splice-correcting PNA; 65,000 tested, 0.06% active; further: potency means the concentration at half of the fitted maximal effect; 0% is about no effect
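Compounds were applied for 2 days to HeLa EGFP-654 cells, 500/well in Optimem with 2% FCS. The reporter's EGFP is disrupted by mis-splicing of beta-globin intron IVS2-654. Readout: summed well GFP fluorescence from 488 nm laser scanning; reference was 500 nM antisense […] 654 PNA.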
Starred values were filed as active, the others as inactive; ? = inconclusive; · = not tested or not shown; [ ] = remark or other dose. Unless noted, the call rests on the fitted dose curve; in most records, active means well fitted curve in the direction sought with a large enough effect; inconclusive means small, poorly fitted or top-dose-only effect, or another doubt; inactive means no such curve, though single readings can be large; an effect the other way counts as inactive or inconclusive. A portion of the library; count on the stated rates, not on these rows.

SMILES	15-hLO inh	CRE-bla Fsk	DNA Pol III inh	USP2a inh	BRCT inh green	Epigenetic mod	Hsp90 Hop PPI	BRCT inh red	HADH2 inh	Ub-GFP proteasome	HBB splicing
COC(=O)Nc1ncc(CN2CCc3ccccc3C2)s1	-26.7%	-4.8%	-1.0%	-2.1%	0.7%	-1.1%	-8.0%	1.2%	9.2%	-0.8%	-1.7%
O=C(c1cc2nc(C3CC3)cc(C(F)(F)F)n2n1)N1CCCC1	-0.3%	?	0.8%	9.4%	-2.2%	1.7%	-3.8%	-1.2%	-2.7%	-1.8%	0.2%
C/C=C/OC(=O)NC(c1ccccc1)[C@]1(C(C)=O)CCCC1=O (some centres not stated)	-3.7%[11.4 µM]	·	·	·	-1.8%[15.4 µM]	·	·	-2.8%[15.4 µM]	-4.6%[11.4 µM]	·	2.5%[9.22 µM]
COCc1[nH]nc2c1C1(C(=O)N(C)c3ccccc31)C(C#N)=C(N)O2 (configuration not stated)	3.3%	-1.6%	3.1%	2.9%	-1.0%	2.7%	-2.6%	-1.2%	5.7%	11.7%	·
Cc1cc(C(=O)Nc2sc3c(c2C#N)CCC(C)C3)cs1 (configuration not stated)	-13.2%	22.3%	-5.2%	19.7%	-1.1%	4.3%	-2.6%	1.9%	?	3.3%	1.7%
C=CCCCCCC	4.0%	2.5%	-1.8%	·	-1.3%	·	-3.6%	-2.0%	6.9%	·	-0.7%
Cn1c(SCC(=O)Nc2cc(=O)n(C)c(=O)n2C)nnc1C12CC3CC(CC(C3)C1)C2	-0.6%	4.9%	1.2%	-2.6%	-1.7%	2.2%	-2.0%	1.7%	-6.0%	-11.2%	-0.8%[9.22 µM]
COc1cc(/C=N/n2cnnc2)ccc1OC(=O)c1ccncc1	1.1%	-25.1%	-5.9%	5.2%	-2.5%	1.9%	-5.0%	0.8%	-19.7%	12.9%	2.9%
CCOC(=O)C1CCN(S(=O)(=O)c2ccc3c(c2)CCCN3C(C)=O)CC1	-3.6%	10.8%	-9.1%	14.7%	-0.3%	-2.9%	-1.8%	-0.6%	8.9%	-2.6%	-0.2%
O=S(=O)(c1ccc(S(=O)(=O)N(Cc2cccs2)CC2CCCO2)cc1)N1CCCCC1 (configuration not stated)	-2.1%	-5.2%	0.1%	-4.5%	-0.9%	0.0%	9.0%	-2.1%	2.6%	3.3%	-0.2%[57.5 µM]
c1ccc(-c2nnc(SCc3nc4ccccc4[nH]3)o2)cc1	7.2%	?	0.1%	12.5%	0.8%	0.0%	-0.2%	-1.1%	-29.3%	-6.2%	-3.8%
CC1=CC(C)(C)N2C(=O)C3(N=C(N)NC(Nc4ccccc4)=N3)c3cc(C)cc1c32 (configuration not stated)	25.1µM*	-12.6%	-4.3%	16.9%	2.0%	3.4%	-11.9%	-3.6%	3.0%	1.2%	-0.3%
CC(NS(=O)(=O)c1ccc(F)cc1)C(c1cccs1)N1CCN(C)CC1 (configuration not stated)	9.8%	-7.1%	-3.3%	2.0%	-0.2%	2.6%	0.0%	0.0%	19.2%	-2.4%	3.4%
CCC(C)Sc1nc2c([nH]c3ccccc32)c(=O)n1C (configuration not stated)	-2.7%	8.0%	-8.6%	·	-4.3%	·	-1.7%	-2.4%	15.4%	5.7%	0.1%
COc1ccc(-c2cc(C(F)(F)F)n3nc(C(=O)N4CCCC4)cc3n2)cc1	5.0%	14.2%	-7.7%	·	-3.5%	0.8%	2.4%	0.6%	6.0%	-3.1%	0.6%
COc1ccc(NC(=O)CSc2nnc(CN3CCOCC3)n2-c2ccccc2)cc1Cl	-9.3%	12.4%	-0.1%	23.8%	-0.5%	-2.7%	?	0.1%	11.1%	-4.8%	0.6%
COc1cccc(NC(=O)N2CCN(c3cccc(C)c3C)CC2)c1	-12.9%	?	3.8%	13.2%	-2.2%	0.0%	7.0%	-0.7%	2.6%	8.6%	0.0%
COc1nc(OC)nc(N2CCC(C(=O)Nc3cccc4ccccc34)CC2)n1	-0.6%	-9.6%	-3.9%	141.8%[activator]	-1.4%	-0.9%	1.0%	-1.8%	12.4%	-2.0%	·
CCOc1ccc(OCC)c(NC(=O)c2[nH]c(C)c(C(C)=O)c2C)c1	2.9%	?	-5.5%	11.6%	-0.6%	-2.9%	-4.7%	2.0%	3.1%	-5.7%	-1.4%
O=C(CC1COc2ccccc2O1)Nc1ccccn1 (configuration not stated)	7.8%	-13.1%	-5.2%	8.4%	-1.7%	-2.9%	-6.3%	1.3%	-1.1%	0.0%	0.5%
Nc1nc(COc2ccc3ccccc3c2)cs1	-1.3%	?	-8.6%	10.3%	0.2%	4.3%	-16.1%	-0.6%	-6.4%	2.5%	-0.9%
COc1ccc(OC)c(C(=O)COC(=O)CNC(=O)C2CCCCC2)c1	9.8%	?	-2.4%	0.0%	-2.5%	1.0%	-1.6%	-0.7%	-10.8%	-7.4%	-2.8%
Cc1csc(SCCn2c(N3CCCC3)nc3c2c(=O)[nH]c(=O)n3C)n1	3.5%	5.4%	5.8%	9.2%	-0.7%	2.1%	0.2%	1.3%	4.5%	·	1.5%[0.369 µM]
CN(C)Cc1ccccc1-c1nc(NC2CCNCC2)c2ccccc2n1	24.0%	-3.9%	25.1µM*	-4.1%	0.4%	-6.7%[9.22 µM]	-0.6%	-1.0%	6.9%	0.9%	0.1%
O=C(c1ccccc1-c1nc2ccccc2[nH]1)N1CCCCC1	5.8%	-9.4%	-4.1%	1.6%	0.5%	0.3%	-1.9%	0.5%	8.3%	-1.2%	0.5%
Cc1cc(C)n2c(SCC(=O)Nc3cc(C)on3)nnc2n1	9.3%	-0.3%	-3.0%	3.2%	-3.2%	-2.9%	0.4%	-0.3%	-2.1%	-4.6%	1.3%
Cc1noc(C)c1-c1nc(N(C)C)c2ccccc2n1	15.8µM*	?	-6.1%	-14.7%	0.4%	-2.9%[9.22 µM]	-1.7%	1.7%	3.98µM*	-3.3%	-0.6%
CCOC(=O)c1ccc(N2C(=O)CC(N3CCC(C(=O)OCC)CC3)C2=O)cc1 (configuration not stated)	-16.3%	0.3%	-6.6%	16.7%	-0.6%	0.0%	?	1.4%	1.4%	9.6%	1.2%[9.22 µM]
COC(=O)c1sc(NC(=O)C2CCCCC2C(=O)O)c(C(=O)OC)c1C (configuration not stated)	4.5%	5.9%	-14.3%	2.7%	1.0%	-2.2%	1.5%	-3.3%	-1.2%	-4.2%	0.5%[9.22 µM]
CN(C)Cc1ccccc1-c1cncnc1NC1CC1	-2.4%	-2.6%	-2.8%	-8.5%	-2.1%	0.0%[9.22 µM]	2.6%	0.6%	1.7%	-1.6%	0.4%
CCOC(=O)c1cnc(Nc2ccc(OCC)cc2)nc1C	-4.5%	?	-9.8%	7.4%	-1.6%	0.0%	-0.5%	-0.5%	15.7%	-3.0%	-1.2%[57.5 µM]
Cn1c(=O)[nH]c(=O)c2c1nc(Br)n2CCCCSc1nc2ccccc2o1	0.5%	2.51µM*	-12.7%	45.2%[activator]	-1.4%	-2.1%	-2.2%	-1.7%	?	·	1.5%[0.369 µM]
COc1cccc(Nc2ncnc3c2cnn3C)c1	-3.7%	?	-1.2%	11.1%	-1.3%	1.7%	48.2%	0.8%	17.5%	-3.4%	·
O=C(CSc1nnc(-c2ccncc2)n1CC1CCCO1)NCc1ccccc1 (configuration not stated)	11.2%	?	-3.9%	-8.2%	-2.0%	-1.2%	-1.4%	-0.3%	7.8%	2.8%	-5.0%
COc1cccc(CN=CC2=C(O)CC(C)(C)CC2=O)c1OC	13.2%	11.7%	-5.6%	4.1%	-6.0%	-4.1%	-2.9%	1.1%	-10.1%	15.4%	-0.5%[9.22 µM]
